Compound activity as filed in PubChem BioAssay.
HTR2A ag = agonists of mouse serotonin 5-HT2A receptor (HTR2A); CHO-K1 mHTR2A beta-arrestin complementation, luminescence; percent of 30 µM serotonin response; P35363; actives 0.66% (n = 360,000); activation, % at 7.6 µM;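 active = activation above a run cutoff, the mean activation of all tested compounds plus 3 SD, cut at about 14% in these data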;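 note: 0% = plate median of compound wells and 100% = 30 µM serotonin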
MC4R antagonist = antagonists of human melanocortin 4 receptor (MC4R); inhibition, % at 6.5 µM; P32245; actives 0.48% (n = 360,000); MC4R-expressing cells, MTII-stimulated cAMP, LANCE TR-FRET;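 active = inhibition above its plate's cutoff, the mean of tested wells on that plate plus 3 SD, cut at about 29% in these data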;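 note: 0% = Melanotan II alone and 100% = Melanotan II plus saturating MCL0020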
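Assay system: U2OS cells stably expressing human melanocortin 4 receptor (MC4R) / Dosing: 6.5 µM / Timing: compound 30 min, challenge 1 h, detection 1 h / Measured by: Eu-cAMP/anti-cAMP TR-FRET, emission 671 nm / Replicates: singlicate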
PDI turbidity = inhibitors of human protein disulfide isomerase; P07237; actives 0.052% (n = 350,000); inhibition, % at 10 µM; AID 588391; PDI insulin aggregation turbidity, A650, 90 min;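 active = mean inhibition across replicates of 30% or more, whatever share of single replicates reach that level; inconclusive = mean inhibition below 30% while every single replicate reaches 30%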;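 note: absorbance from insulin aggregation driven by PDI reduction with DTT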
Vif inh = blocks HIV Vif function; HEK293T cells, Vif self-association by quenched fluorescence, imaging, 24 h; AID 602346; actives 0.35% (n = 340,000); inhibition, % at 7.49 µM; in the data active = inhibition above about 50%, passing the limit was not always enough; inconclusive = no clear call, values can overlap the other calls; inactive = below about 31%; note: some results filed as inactive read as strong as hits
MC4R barr agon = activates human MC4R beta-arrestin recruitment; P32245; U2OS MC4R beta-arrestin complementation, luminescence; percent of melanotan II response, DMSO zero; activation, % at 8.9 µM; actives 0.98% (n = 360,000); AID 540308;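 active = activation above a per-plate cutoff, the mean activation of sample wells on that plate plus 3 SD, cut at about 8% in these data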
Glyco luc inh = blocks N-linked glycosylation in D54 reporter cells | actives 0.23% (n = 360,000) | reporter increase, % at 12.5 µM | D54 ERlucT glycosylation luciferase reporter, 24 h; percent of 100 nM tunicamycin response;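 active = mean luciferase reporter signal, scaled so untreated is 0 and the glycosylation-blocking control 100, at or above a set limit in every replicate; inconclusive = mean reaches the limit but not every replicate does; inactive = mean below the limit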;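 note: luciferase carries N-glycosylation sites so blocking glycosylation raises the light; 0% = median of neutral control wells and 100% = median of 100 nM tunicamycin wells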
ABCB6 inh MLPCN = human ABCB6 transporter inhibition; K562-ABCB6 porphyrin accumulation, flow cytometry, 1 h; hits give low values; AID 602162; fluorescence ratio to DMSO, % at 10 µM; actives 0.19% (n = 360,000); Q9NP58;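 active = fluorescence ratio to DMSO below 75%, the collection mean minus 3 SD; inconclusive = too few cells collected in the well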;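 note: signal is porphyrin accumulated inside mitochondria; 100% equals median channel fluorescence of DMSO control wells; lower ratio means ABCB6 inhibition with less porphyrin fluorescence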
Target sequence (Q9NP58 whole entry, looked up): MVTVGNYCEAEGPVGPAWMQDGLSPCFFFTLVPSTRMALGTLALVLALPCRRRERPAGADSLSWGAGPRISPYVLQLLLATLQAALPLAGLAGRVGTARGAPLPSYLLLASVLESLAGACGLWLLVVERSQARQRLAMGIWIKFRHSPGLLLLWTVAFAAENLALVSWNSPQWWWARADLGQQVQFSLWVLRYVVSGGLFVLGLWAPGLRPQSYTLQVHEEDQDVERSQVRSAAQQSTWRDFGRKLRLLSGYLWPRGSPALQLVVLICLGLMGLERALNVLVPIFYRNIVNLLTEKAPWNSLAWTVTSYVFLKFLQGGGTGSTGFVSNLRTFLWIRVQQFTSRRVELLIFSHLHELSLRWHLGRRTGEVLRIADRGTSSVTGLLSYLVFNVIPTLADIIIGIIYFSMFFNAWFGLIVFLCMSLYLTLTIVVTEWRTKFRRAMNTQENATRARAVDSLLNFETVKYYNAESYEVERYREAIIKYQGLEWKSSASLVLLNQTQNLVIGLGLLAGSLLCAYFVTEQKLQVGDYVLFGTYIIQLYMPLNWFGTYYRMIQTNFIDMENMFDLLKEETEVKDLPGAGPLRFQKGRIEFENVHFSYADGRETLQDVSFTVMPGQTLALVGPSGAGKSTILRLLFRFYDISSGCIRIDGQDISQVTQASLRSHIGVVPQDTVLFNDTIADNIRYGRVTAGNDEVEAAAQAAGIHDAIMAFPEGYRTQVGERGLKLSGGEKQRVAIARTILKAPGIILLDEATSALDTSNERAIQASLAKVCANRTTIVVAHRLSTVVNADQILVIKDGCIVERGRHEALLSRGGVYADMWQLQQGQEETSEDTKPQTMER
aDG glyco up = increases alpha dystroglycan glycosylation | Pro5-aDG cells, alpha-DG glycosylation AlphaScreen (IIH6); 0% Pro5, 100% B10-LARGE cell signal | activation, % at 10 µM | actives 0.22% (n = 360,000);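 active = activation of at least 8% versus controls, or a plate z-score of at least 8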;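 note: Pro5 are CHO cells carrying HIG-tagged alpha-DG that lacks glycosylation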
CaV13 FRET inh = Primary screen for inhibitors of IQ motif and Ca2+-dependent inactivation inhibitor domain binding in CACNA1D, Förster resonance energy transfer in living cells, …. HEK cells, CFP/YFP FRET ICDI-IQ, plate reader, 10 min; percent FRET-ratio fall versus neutral wells. inhibition, % at 12.3 µM. actives 0.098% (n = 340,000);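 active = mean replicate inhibition of at least 30% and at least 1% of replicates passing that level; inconclusive = only one of the two criteria is met; inactive = neither criterion is met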;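 note: 0% = median of the neutral control wells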
H9c2 protect = modulators protecting cardiomyocytes from myocardial damage; actives 0.63% (n = 360,000); protection from H2O2 cell death, % at 20 µM; H9c2 cardiomyocytes, H2O2 injury protection, ATPLite, 2 h;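 active = compounds giving at least 50% protection of heart cells from peroxide-induced death in the single-dose screen, raw or plate-pattern-corrected value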;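 note: 0% = DMSO wells with peroxide and 100% = DMSO wells without peroxide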
The depositor's hits bear a star; ? = inconclusive; nt = not tested or not shown; & = joins results of further samples. An unsorted share of the library; about 3.6% have a hit in one of these screens.

SMILES	HTR2A ag	MC4R antagonist	PDI turbidity	Vif inh	MC4R barr agon	Glyco luc inh	ABCB6 inh MLPCN	aDG glyco up	CaV13 FRET inh	H9c2 protect
COC(=O)c1c(NC(=S)Nc2cc(OC)c(Cl)cc2OC)sc2c1CCCCC2	2	5	1	-6	0.3	5	98	0.0	-3	-4
C[C@]12CCC(=O)C=C1CC[C@@H]1[C@@H]2[C@@H](O)C[C@@]2(C)[C@H]1CC[C@]2(O)C(=O)CO	11&0	24&4	-3&5	-1&3	0.7&-0.3	0&1	100&98	0.0&-0.2	-5&-4	-2&18
CCOC(=O)C1CCN(C(=O)CN(c2ccc3c(c2)OCO3)S(C)(=O)=O)CC1	4	3	11	6	2.8	0	97	0.6	-1	19
CCCc1ccccc1OCCNC(C)=O	2	12	5	9	-1.2	0	109	-0.1	-1	2
C[C@H](O)[C@@H]1C(=O)N2CCc3c([nH]c4ccccc34)[C@@H]2C[C@@H]1N(C)C(=O)Nc1cccc2ccccc12	2	nt	nt	1	nt	-1	93	0.2	-10	-1
O=C(CCl)NN=C(c1ccccc1)c1ccccc1	0	16	0	1	-0.3	-1	99	0.7	-5	-10
O=C(NCc1ccccc1F)c1ccc(S(=O)(=O)N2CCCCCC2)cc1	-7	-4	3	9	0.2	-2	99	-0.1	-3	-4
O=C(c1cc([N+](=O)[O-])ccc1N1CCOCC1)N1CCN(c2ccc([N+](=O)[O-])cc2)CC1	-7	1	36*	40	0.0	2	100	-0.2	-6	3
O=C1CCCC2=C1C(c1ccc(O)c(Br)c1)C1=C(CCCC1=O)N2c1ccccc1	-5	23	4	1	-5.2	-4	93	0.4	-6	8
O=[N+]([O-])c1ccc(C2CCCC/C2=N/O)c([N+](=O)[O-])c1 (configuration not stated)	1	25	5	1	-0.2	1	100	-0.1	-7	0
CC(CN1CCOCC1)OC(=O)c1ccccc1 (configuration not stated)	4	-3	5	9	0.7	1	101	0.0	-19	13
CC1(C)CC(=O)C(C2=NC(C)(C)Cc3ccccc32)=C(O)C1	1	-6	-3	-1	0.1	1	105	0.0	-4	9
N#Cc1ccc(NC(=O)CNc2cc(S(=O)(=O)N3CCOCC3)ccc2NCC2CCCO2)cc1 (configuration not stated)	-3	8	3	-3	-0.8	2	105	-0.4	-9	0
Cc1ccc(-n2cc(CNCCN3CCOC3=O)c(-c3ccc(F)cc3)n2)cc1	-9	1	1	3	-0.9	4	98	2.3	0	-8
COc1ccccc1Cc1c(-c2cccc(Cl)c2)nc2ccc(Br)cn12	2	nt	nt	nt	nt	-2	105	0.2	-9	-3
Cn1c(=O)c(=O)n(C)c2cc(N3CCCC3)c(NS(=O)(=O)c3ccc(F)cc3)cc21	0	-1	2	7	-0.6	7	99	-0.2	-3	0
N#CCCNCC1(c2ccccc2)CCCC1	6	-4	1	-1	0.1	1	88	-0.2	-1	3
CN(CC(=O)Nc1cccc(F)c1)C(=O)/C=C/c1ccc(Br)s1	1	-1	5	-13	-2.8	-1	98	-0.3	-3	-2
COc1cccc(CNc2nc3ccccc3n2C(C)C)c1O	-2	9	0	5	-0.4	0	109	0.1	-22	-9
CC(C)(C)OC(=O)C[C@@H]1C/C=C\C[C@@H](CC(=O)NCCO)C(=O)N[C@H](Cc2c[nH]c3ccccc23)COC1=O	1	10	0	-1	0.8	3	99	0.1	-8	5
Nc1cc(N)nc(SCc2cc([N+](=O)[O-])cc3c2OCOC3)n1	4	25	0	5	-1.4	1	94	0.1	-3	16
CCCCNC(=O)C1COc2ccccc2O1 (configuration not stated)	-1	4	2	nt	0.1	0	95	0.0	-7	3
O=C(NCC1CCCCC1)c1ccc(Cl)c(S(=O)(=O)N2CCOCC2)c1	3	11	8	-11	-0.4	-4	101	0.1	-6	-13
O=C(O)c1ccc(NCc2nc3ccccc3n2Cc2ccccc2F)cc1	3	-5	0	7	-1.7	2	94	-0.1	-4	7
Cn1c(N)c(C(=O)COC(=O)c2ncc(Cl)c(Cl)c2Cl)c(=O)n(C)c1=O	2	-52	-4	0	-1.6	-1	90	0.5	-2	21
Cc1cc2ccccc2c(=O)n1CC(=O)NCc1ccco1	5	0	-11	nt	-0.1	nt	95	0.0	-5	-4
O=C(NCc1ccc2c(c1)OCO2)c1nn2cccnc2c1Cl	2	8	-1	2	-2.0	-1	96	0.0	nt	8
c1ccc(CNc2ncnc3c2cnn3Cc2ccccc2)cc1	11	-12	8	4	1.1	5	96	-0.2	-7	16
O=c1c2ccccc2[nH]c(=S)n1CCC1=CCCCC1	1	-3	-19	-9	-0.7	-5	96	-0.4	-5	8
COc1ccccc1N1CC(C(=O)Nc2ccc(C)c(S(=O)(=O)N3CCOCC3)c2)CC1=O (configuration not stated)	-8	6	-1	-6	-0.5	4	94	0.3	-2	-2
O=C(/C=C/c1ccc2c(c1)OCO2)N1CCN(c2ccc(Cl)cc2)CC1	3	29*	-4	-7	13*	2	101	15*	nt	2
CCOC(=O)c1c(C)[nH]c(C(=O)OC)c1CCC(=O)OC	8	3	1	9	-0.9	4	98	-0.3	-6	17
NNC(=O)c1cncc(Br)c1	2	0	-11	?	-1.5	2	95	-0.2	-7	12
Cc1cccc(C(=O)Oc2ccccc2C(=O)N2CCOCC2)c1	-3	1	0	-4	0.1	-2	93	0.0	6	2
Cc1noc(NS(=O)(=O)c2ccc(NC(=O)CCC3CCCCC3)cc2)c1C	8	-4	9	7	0.4	0	98	1.1	-5	-3
CNC(=O)CS(=O)(=O)CC(=O)Nc1cc(OC(C)C)c(Cl)cc1Cl	14	5	-8	-9	-0.3	2	106	0.6	5	4
COC(=O)c1ccc(/C=N/OCC(=O)Nc2cc(F)ccc2F)cc1	3	-6	0	0	-1.2	1	99	-0.3	-2	-14
COc1cccc(C(c2nnnn2C2CCCCC2)N2CCN(C/C=C/c3ccccc3)CC2)c1OC (configuration not stated)	-6	nt	nt	4	nt	-5	101	0.2	-6	-9
CSc1ccccc1NC(=O)c1cc(-c2cccs2)on1	1	-2	-2	-4	9.8*	1	95	-0.1	-6	-8
CCn1cnc2sc(C(=O)O)c(C)c2c1=O	-3	6	-2	10	-0.7	2	93	0.0	-4	4
COCCCC1CCN(C(=O)C2CCC(=O)N(CC3CCCCC3)C2)CC1 (configuration not stated)	4	0	-1	-6	-3.2	0	101	0.1	-6	1
Cc1[nH]n(-c2ccccc2)c(=O)c1C(c1ccc(C(=O)O)cc1)c1c(C)[nH]n(-c2ccccc2)c1=O	0	4	-1	-4	-1.4	3	104	-0.1	-5	1
Cn1c(=O)[nH]c(=O)c2c1nc(N1CCCCC1)n2CCCSc1nc2ccccc2s1	0	-7	5	nt	1.8	2	112	0.0	nt	-1
O=C(COc1ccc(Cl)cc1)NCc1nnc(SCC(=O)NCc2ccc3c(c2)OCO3)o1	3	6	17	20	-1.7	0	94	-0.1	-4	-2
CN1CCN(C(=O)CCCN2C(=O)/C(=C/c3cccc(Br)c3)SC2=S)CC1	-9	-4	-10	19	-0.3	3	89	0.5	-2	-12
COC(=O)c1sc(NC(=O)CCCn2nc([N+](=O)[O-])cc2C)c(C(=O)OC)c1C	3	10	3	-15	-0.2	2	101	-0.4	-10	16
Cc1cc(C)c2nc(SCC#N)cc(C)c2c1	2	1	5	6	-0.2	0	91	0.1	-7	-8
CCCCNC(=S)Nc1cccc(C(C)=O)c1	2	3	11	-5	-1.2	2	93	-0.3	-14	2
O=C(CNC(=S)N(CCCN1CCOCC1)Cc1cccs1)NC1CCCCCCC1	0	4	10	-8	0.5	-3	96	0.0	-5	1
CC1COC(c2cccn2Cc2ccccc2Cl)=N1 (configuration not stated)	24*	5	-2	9	-0.9	1	104	0.1	nt	-12
CCC(=O)NC(c1cc(Cl)c2ccccc2c1O)C1CC1 (configuration not stated)	2	3	0	-16	-2.2	0	94	2.4	-5	-3
Cc1nc2ccc(C(=O)Nc3cccc(NS(C)(=O)=O)c3)cn2c1N(C)C(=O)CCc1ccccc1	2	9	16	-3	-0.7	1	96	-0.3	-5	13
c1ccc(-n2ncc3c2ncn2nc(-c4ccco4)nc32)cc1	3	4	-5	1	6.1	-5	98	0.0	nt	-6
COc1ccc(Br)cc1/C=N/NC(=O)c1cccc(S(=O)(=O)N2CCOCC2)c1	0	7	5	-6	-0.6	6	100	-0.5	-3	-6
Cc1cc(=O)[nH]c(=S)n1-c1ccccc1	1	17	-3	3	1.1	1	100	-0.1	nt	-1
Cc1ccc(C(=O)Nc2cccc(Oc3ccccc3)c2)o1	-7	3	3	-20	0.1	-3	119	0.0	nt	-14
COc1cccc(NC(=S)N(CCc2ccc(OC)c(OC)c2)Cc2ccccn2)c1	-4	6	-10	3	-1.7	-2	95	-0.1	-3	0
CCC(C(=O)OC)n1cnc2c(oc3ccccc32)c1=O (configuration not stated)	2	6	-2	-1	-1.2	2	98	0.2	-14	4
CCCc1cc(=O)[nH]c(SCC(=O)Nc2ncc(S(=O)(=O)c3ccc([N+](=O)[O-])cc3)s2)n1	2	2	0	-4	-1.4	0	100	0.1	-5	-1
Cc1ccc(CN(C)C(=O)CCNS(=O)(=O)c2ccccc2)o1	6	9	-7	2	-0.3	1	97	0.1	-3	0

Later entries:
SMILES	HTR2A ag	MC4R antagonist	PDI turbidity	Vif inh	MC4R barr agon	Glyco luc inh	ABCB6 inh MLPCN	aDG glyco up	CaV13 FRET inh	H9c2 protect
Cc1cccc(NC(=O)CNC(=O)CCNC(=O)c2ccc(C(C)(C)C)cc2)c1C	-4	-2	-2	-1	0.7	-2	93	-0.1	-4	-13
Cc1ccc(S(=O)(=O)N2CCC(C(=O)Nc3cc(C(F)(F)F)ccc3N3CCOCC3)CC2)cc1C	5	5	-8	2	-1.5	-2	101	0.2	-5	-3
CC1NC(=O)NC1CCCCCC(=O)NCCc1ccccc1 (configuration not stated)	-1	7	8	13	-1.7	2	100	-0.2	-6	5
Cc1oc(/N=C/c2ccc(Cl)cc2)c(C#N)c1C	0	4	11	-7	-2.9	1	97	-0.3	-4	-2
CS(=O)(=O)N(CC(=O)N1CCN(c2cccc(Cl)c2)CC1)c1ccccc1	-2	-2	20	-7	-0.4	0	96	0.3	-5	-7
Cc1cc(NC(=O)CSc2nnc(-c3c[nH]c4ccccc34)n2-c2ccc(Cl)cc2)no1	-3	6	10	17	12*	3	100	0.2	-6	17
CN(C)c1oc(-c2ccccc2Cl)nc1P(=O)(c1ccccc1)c1ccccc1	2	0	-2	-12	1.2	-4	95	0.5	-5	-2
COc1ccc(CC(=O)c2ccc(OC)c(OC)c2C)cc1OC	4	-9	2	5	-1.7	-1	94	0.8	-3	-14
CCn1c(C)nnc1SCC(=O)NC1CCCCCC1	1	2	10	-2	-4.2	2	91	0.0	nt	12
